High-throughput results: PubChem, The Scripps Research Institute Molecular Screening Center
M1 antag: blocks human M1 muscarinic receptor; P11229; CHO-K1 hM1, Fluo-8 calcium fluorescence, ACh EC80 antagonist; inhibition, % at 3 µM; 360,000 compounds, 1.3% hits; AID 588852;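 active = percent inhibition above its own plate's cutoff, namely the mean of that plate's compound wells plus 3 SD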;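 note: peak over basal fluorescence ratio during 140 s after agonist addition; 0% = ACh EC80 plus DMSO and 100% = DMSO alone without agonist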
Target sequence (P11229 whole entry, looked up): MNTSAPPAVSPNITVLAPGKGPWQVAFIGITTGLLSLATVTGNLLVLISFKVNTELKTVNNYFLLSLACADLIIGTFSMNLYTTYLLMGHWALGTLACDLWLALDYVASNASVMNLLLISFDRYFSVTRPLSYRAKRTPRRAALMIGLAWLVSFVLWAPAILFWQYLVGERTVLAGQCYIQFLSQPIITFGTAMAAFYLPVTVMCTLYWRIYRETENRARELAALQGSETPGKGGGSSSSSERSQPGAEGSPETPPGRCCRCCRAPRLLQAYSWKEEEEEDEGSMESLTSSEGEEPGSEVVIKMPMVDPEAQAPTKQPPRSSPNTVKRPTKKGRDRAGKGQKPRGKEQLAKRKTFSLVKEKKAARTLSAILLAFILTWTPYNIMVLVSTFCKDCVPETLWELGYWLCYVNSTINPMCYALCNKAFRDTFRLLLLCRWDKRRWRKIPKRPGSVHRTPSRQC
CHO parental Ca: counter-screen: ATP calcium response change in parental CHO cells; inhibition, % at 5.6 µM; parental CHO-K1, ATP-induced calcium, Fluo-8 fluorescence; 330,000 compounds, 0.63% hits; AID 463079;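 active = inhibition above that plate's mean sample inhibition plus 3 SD, cut at about 26% in these data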;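 note: 0% = ATP-challenged DMSO wells and 100% = DMSO wells without ATP; some compounds past the cut are filed as inactive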
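Test system: untransfected parental CHO cell line; also added: ATP stimulus; dosing: 5.6 µM, single dose; signal: calcium-sensitive Fluo-8 fluorescence; measure: percent inhibition of ATP-evoked calcium rise, normalized to controls; benchmarks: low control ATP plus DMSO, high control DMSO only; replication: one well per compound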
M1 PAM: positive allosteric modulators of human M1 muscarinic receptor. P11229. CHO-K1 hM1, Fluo-8 calcium fluorescence, ACh EC20; 0% = ACh EC20, 100% = maximal ACh. activation, % at 3 µM. 360,000 compounds, 0.088% hits. AID 588819; in the data active = activation above about 19%, passing the limit was not always enough
CHO-K1 Ca ag: M1 agonist counterscreen hit in parental CHO-K1 cells; Fluo-8 calcium fluorescence; scaled to maximal ATP response, vehicle zero; activation, % at 3 µM; 360,000 compounds, 0.48% hits; AID 602248; in the data active = activation above about 15%;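 note: untransfected CHO-K1 host cells lacking M1 receptor as counterscreen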
CHRM1 agonist: activates human CHRM1 receptor | P11229 | CHO-K1 hM1, Fluo-8 calcium fluorescence, agonist mode; 0% DMSO, 100% acetylcholine EC100 | activation, % at 3 µM | 360,000 compounds, 0.33% hits | AID 588814;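 active = activation above the run's mean compound activation plus 3 SD, cut at about 16% in these data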;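 note: peak over basal fluorescence ratio within a 140 s kinetic read after compound addition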
TAAR1 ag: agonists of human TAAR1; Q96RJ0; CHO RD-HGA16 TAAR1, Fluo-8 calcium fluorescence; vehicle wells 0%, saturating PEA agonist 100%; activation, % at 3 µM; 360,000 compounds, 0.99% hits;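 active = activation above the mean activation of all test compounds in the run plus 3 SD, cut at about 38% in these data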
Target sequence (Q96RJ0 whole entry, looked up): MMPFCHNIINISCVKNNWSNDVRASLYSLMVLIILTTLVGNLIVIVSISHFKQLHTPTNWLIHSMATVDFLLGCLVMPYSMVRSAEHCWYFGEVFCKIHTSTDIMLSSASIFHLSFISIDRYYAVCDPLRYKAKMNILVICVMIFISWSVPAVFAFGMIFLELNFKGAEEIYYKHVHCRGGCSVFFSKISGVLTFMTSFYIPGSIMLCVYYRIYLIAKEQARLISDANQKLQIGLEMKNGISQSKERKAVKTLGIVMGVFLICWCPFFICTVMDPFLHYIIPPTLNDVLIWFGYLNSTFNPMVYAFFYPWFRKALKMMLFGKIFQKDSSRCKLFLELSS
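Signal – calcium-sensitive Fluo-8 signal, excitation 470-495, emission 515-575 nm · System – RD-HGA16 (CHO) cells co-expressing Gα16 and hTAAR1 · Incubation – 17-24 h seeding, 75 min 37 °C dye, 30 min RT · Compound dosing – 3 µM single concentration · Repeats – no replicates (n 1)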
CHO-K1 Ca PAM: M1 PAM counterscreen hit in parental CHO-K1 cells; 360,000 compounds, 0.02% hits; ATP EC20, Fluo-8 calcium fluorescence; 0% at ATP EC20, 100% at ATP max; activation, % at 3 µM; AID 602247;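 active = activation above the run cutoff, the mean activation of all test compounds plus 3 SD, cut at about 40% in these data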;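 note: peak over basal fluorescence ratio in a 140 s read after ATP addition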
CHO-K1 Ca antag: M1 antagonist counterscreen hit in parental CHO-K1 cells. 360,000 compounds, 0.6% hits. inhibition, % at 3 µM. ATP-induced calcium, Fluo-8 fluorescence;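 active = inhibition above a per-plate cutoff, the plate's mean sample inhibition plus 3 SD, cut at about 24% in these data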;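 note: 0% = DMSO plus EC80 ATP and 100% = DMSO alone without ATP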
TAAR1 antagonist: human TAAR1 antagonism; Q96RJ0; CHO RD-HGA16 TAAR1, Fluo-8 calcium fluorescence, antagonist; inhibition, % at 3 µM; 360,000 compounds, 1.5% hits; AID 624466;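 active = inhibition above a per-plate cutoff, the mean inhibition of test compounds on that plate plus 3 SD, cut at about 49% in these data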;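 note: 0% = DMSO plus EC80 beta-PEA response and 100% = DMSO alone without agonist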
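System: CHO RD-HGA16 cells bearing hTAAR1. Reagent: EC80 β-phenethylamine stimulus. Schedule: seeding 17-24 h prior, 75-min 37 °C, 30-min RT dye loading. Signal: Fluo-8 intracellular calcium dye fluorescence, real-time kinetic reads. Read-out: % inhibition from peak post-agonist over basal fluorescence ratio. Benchmarks: vehicle wells and EC80 agonist wells. Replicates: n of 1.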
* hit, by the source's call; . = no result given.

SMILES | M1 antag | CHO parental Ca | M1 PAM | CHO-K1 Ca ag | CHRM1 agonist | TAAR1 ag | CHO-K1 Ca PAM | CHO-K1 Ca antag | TAAR1 antagonist
CC(C)C1Cc2c(sc3[nH]c(=S)n(Cc4ccccc4)c(=O)c23)CO1 (stereo not drawn) | -11.7 | -6.2 | 4.3 | 0.5 | -3.8 | 3.3 | 1.2 | -4.0 | 1.5
CCOC(=O)c1c(N)nn(C(=O)c2ccccc2F)c1-c1ccc(OC)cc1 | -3.5 | -2.5 | 3.6 | 0.1 | -3.3 | 4.9 | 15.8 | -6.0 | -25.4
CCN(Cc1ccccc1)c1ccc(/C=N/NC(=S)NC(C)C)cc1 | -0.1 | -32.2 | 0.2 | 0.7 | -7.4 | 2.4 | 25.3 | -15.7 | 49.9*
Fc1ccc(CSc2nnc(Cc3sc(-c4ccccc4)nc3-c3ccccc3)o2)cc1 | -4.7 | -9.9 | 3.5 | 0.1 | -3.8 | 6.4 | 14.5 | -10.0 | -17.7
CC(C)(C)NC(=O)CN(C(=O)c1snc(C(=O)NC2CCCCC2)c1N)c1ccc(F)cc1 | -6.8 | -10.8 | 13.9 | 0.2 | 8.5 | -2.3 | -3.6 | -11.4 | -14.2
COc1cccc(CN2CCN(C(=O)c3cc(-c4cccnc4)nc4ccc(C)cc34)CC2)c1 | 24.8 | -17.6 | -7.7 | 6.1 | 0.2 | 13.9 | -5.0 | -7.6 | 65.8*
Fc1ccc(/C=N\Nc2cccc(F)c2)cc1 | 2.7 | 11.4 | -2.2 | 0.5 | -2.2 | 0.9 | 5.5 | -14.3 | -0.9
O=C(NC1CCCC1)c1cccc(Cn2cc([N+](=O)[O-])cn2)c1 | -5.0 | -11.2 | 3.9 | 1.3 | -7.5 | -0.3 | 22.0 | -4.0 | -25.6
COc1c2ccc(OCC/C(C)=C/C(=O)C=C(C)C)cc2nc2occc12 | 0.4 | -21.4 | 2.7 | 0.0 | -4.9 | 5.2 | 10.4 | -8.9 | 3.2
Cc1cc(C=O)c(C)n1-c1ccc(NC2CCCC2)c([N+](=O)[O-])c1 | 17.9 | -26.4 | -16.7 | 7.8 | -1.6 | 6.2 | 16.0 | -12.8 | 2.5
CCOc1ccc(NC(=O)N2CCC(NC(=O)C(Cc3cccc(F)c3)NC(C)=O)CC2)cc1 (stereo not drawn) | -19.9 | -5.5 | 12.4 | 0.5 | 0.0 | 1.3 | 15.5 | -11.2 | 2.4
Cn1cc(CN2CCN(c3cnccn3)CC2)c(-c2cccc(Cl)c2)n1 | 3.0 | -19.2 | 1.6 | 0.5 | 12.0 | 2.3 | -9.9 | 13.6 | 5.7
COc1cc(C(=O)NCc2ncccc2C)ccc1OC1CCN(C(C)=O)CC1 | -2.8 | 2.8 | 2.3 | 0.6 | -2.0 | 1.2 | 10.6 | -6.6 | -9.4
CN1C(=O)C(=C2CCCCCC2)SC1=S | 7.1 | -17.8 | -14.4 | 0.3 | 3.8 | 15.5 | 14.5 | 0.1 | -19.9
C=C(C)CNC(=O)c1ccc(OC2CCN(S(=O)(=O)N(C)C)CC2)cc1 | -5.5 | 3.1 | 8.7 | 2.5 | -1.1 | 5.5 | 14.9 | -12.3 | -12.3
Cc1ccc2cccc(N=Cc3c(C)[nH]n(-c4ccccc4)c3=O)c2n1 | 8.9 | 0.4 | -5.7 | 1.5 | -5.1 | 4.0 | -9.1 | 5.4 | 21.6
Cc1ccccc1N1C(=O)CC(N2CCN(C(=O)c3ccco3)CC2)C1=O (stereo not drawn) | -0.5 | 8.3 | 4.3 | 1.1 | -0.5 | 0.9 | -18.1 | 4.0 | -15.1
COc1cc(-c2nnc(COc3ccc4cc(Br)ccc4c3)o2)cc(OC)c1OC | -11.7 | -6.8 | 19.9 | 0.5 | 0.5 | 6.0 | 24.9 | -8.6 | -14.7
CC(=O)Nc1ccc(NC(=O)C23CC4CC(C2)CC(n2cnc(Br)n2)(C4)C3)cc1 | 2.3 | 4.3 | -5.7 | 0.1 | -1.5 | -0.4 | 0.1 | -1.0 | 12.3
Cc1ccc(C(=O)Nc2cccnc2)cc1S(=O)(=O)N1CCCC1 | -4.1 | -13.5 | 1.2 | 1.8 | -3.7 | 1.0 | 3.5 | -1.9 | -16.0
O=C1CCC(C(=O)N2CCC(O)CC2)CN1CCc1ccc(Cl)cc1 (stereo not drawn) | -10.0 | -1.3 | 5.7 | 0.9 | -1.6 | 0.8 | -4.1 | 2.0 | -6.1
Cc1ccc(N(CC(=O)N/N=C/c2cccs2)S(C)(=O)=O)cc1 | -8.3 | -5.7 | 7.3 | 0.9 | -3.6 | 7.9 | 13.4 | -13.6 | 4.0
COc1ccc(N(C(=O)c2snc(C(N)=O)c2N)C(C(=O)NCc2ccc(F)cc2)c2ccc(C)o2)c(OC)c1 (stereo not drawn) | -2.5 | -15.8 | 1.2 | 0.7 | -5.6 | 5.1 | 27.7 | -4.9 | -12.0
CCOC(=O)c1[nH]c(C)c(C(=O)Nc2cccc(Cl)c2C)c1C | 0.5 | -26.5 | -4.6 | 1.7 | -7.0 | 14.0 | 9.5 | -11.4 | 4.1
CCc1nnc(NC(=O)CSc2nnc(Cc3ccccc3)n2Cc2ccccc2)s1 | -12.4 | -33.5 | 6.2 | 0.0 | -3.8 | 17.2 | 3.8 | -10.1 | -6.0
COCCCN=Cc1c(C)[nH]n(-c2ccc(Br)c(C)c2)c1=O | 6.9 | -4.6 | -4.7 | 0.9 | -8.0 | 1.2 | 18.4 | -7.8 | -3.9
Oc1ccc(Cl)cc1C=Nc1ccc2c3c(cccc13)CC2 | 16.6 | 59.4* | -0.8 | 44.0* | 22.1* | 2.6 | 2.5 | 31.9* | -9.0
Cc1onc(-c2ccccc2)c1C(=O)O/N=C(\N)c1ccc([N+](=O)[O-])o1 | -4.8 | -15.0 | 5.2 | 0.3 | -3.5 | 2.8 | 3.2 | -8.5 | -10.7
CCSc1ncc(C#N)c(N)n1 | 4.2 | -6.2 | -9.7 | 0.0 | -2.2 | 11.7 | -3.9 | 6.0 | -5.2
CCN(CC(=O)NC)S(=O)(=O)c1ccc(C)cc1 | -16.7 | -6.9 | 5.6 | -0.2 | -2.8 | 8.3 | -7.6 | 16.5 | 3.1
CS(=O)(=O)N(CCCC(=O)N1CCCCCC1)c1cccc(Cl)c1 | -0.5 | -8.8 | -0.6 | 1.8 | -5.6 | 1.4 | 20.0 | -6.8 | -0.1
O=C(NC(=S)N1CCc2ccccc21)c1ccccc1Cl | -9.1 | -17.0 | 10.2 | 0.0 | -3.0 | 1.6 | 4.7 | -4.8 | -5.9
Cc1ccc(-c2nnc(Nc3ccc(OCC(N)=O)cc3)c3ccccc23)cc1S(N)(=O)=O | -9.6 | -4.7 | 12.6 | -0.4 | 1.4 | 5.9 | 6.3 | 2.3 | -9.8
CCCN1CCc2c(sc(NC(=S)NC(=O)c3ccccc3)c2C#N)C1 | 19.1 | 6.8 | -7.5 | 46.0* | 36.9* | 12.5 | -1.1 | 16.3 | 16.3
COc1cccc(-c2c(C(=O)N/N=C(\C)c3cccs3)nnn2-c2nonc2N)c1 | -2.2 | -26.7 | 16.4 | 5.2 | 34.4* | 140.3* | 6.6 | -7.1 | 86.9*
CC(C)(C)c1ccc(S(=O)(=O)CC(O)CSc2nc3c(cc2C#N)CCCC3)cc1 (stereo not drawn) | -2.4 | -9.1 | -5.5 | 0.3 | -2.4 | 4.9 | 3.0 | -3.0 | 3.1
CCN(C(=O)CSc1nnc(-c2ccccc2)o1)c1c(N)n(Cc2ccccc2)c(=O)[nH]c1=O | -11.9 | -16.6 | 12.3 | 0.7 | -0.3 | 0.3 | 8.3 | -4.7 | -8.8
O=C(/C=C/c1ccccc1)N/C(=C/c1ccccc1)C(=O)Nc1ccc(C(=O)O)cc1 | -8.3 | -5.7 | 8.3 | 0.0 | -2.2 | 3.4 | 15.8 | -6.6 | -22.0
N#Cc1ccc(C(=O)NN2C(=O)NC3(CCCCC3)C2=O)cc1 | -5.4 | . | 10.2 | -0.3 | 0.5 | 4.9 | -16.0 | 9.4 | -6.4
COc1ccccc1Oc1coc2c(CN3CCOCC3)c(O)ccc2c1=O | -12.9 | -3.8 | 7.7 | 10.7 | -4.8 | 4.8 | 17.1 | 0.8 | -18.1
CCOc1ccc(CCNC(=O)CCn2ccc3cc(S(=O)(=O)N4CCCC4)ccc32)cc1 | -6.3 | -28.7 | -1.3 | -0.2 | -4.6 | -1.6 | -15.0 | -16.6 | -50.1
CCCCNc1c(N2CCN(C(=O)OCC)CC2)c(=O)c1=O | -15.2 | -0.1 | 12.3 | 0.3 | -1.3 | -0.6 | 5.4 | -5.1 | 8.6
COc1cc(NC(=O)C2CCN(c3cnccn3)CC2)cc(OC)c1OC | -17.2 | -4.8 | 10.4 | 1.1 | -1.2 | 8.3 | 19.9 | -11.6 | -19.2
NC(=O)c1ccccc1OCC(=O)N1CCC(Cc2ccccc2)CC1 | 26.9 | -3.9 | -9.8 | 13.5 | 5.4 | 12.2 | -21.3 | 21.6 | 8.4
CCOc1ccc(OCC)c(S(=O)(=O)NCc2ccc3c(c2)OCO3)c1 | -19.1 | -2.2 | 6.5 | 0.9 | 0.1 | -0.3 | 5.7 | 1.1 | -25.6
O=C(NCC(c1cccs1)N1CCOCC1)c1cn(-c2ccccc2)nc1-c1ccc(F)cc1 (stereo not drawn) | -14.0 | -20.9 | 3.2 | 1.4 | -2.4 | -0.3 | 11.9 | -5.9 | -9.4
CC(/C=C/c1ccccc1)=N/NC(=O)c1cccc(Br)c1 | -8.2 | -13.5 | 3.1 | 0.6 | -8.1 | 2.9 | 21.2 | -5.5 | 9.3
S=C(Nc1ccccc1)N(Cc1ccccc1)Cc1ccncc1 | -3.9 | -18.9 | 1.8 | 0.7 | -4.2 | 0.6 | 8.8 | -8.7 | -11.6
CC(=O)Nc1c(C(=O)N2CCCCCC2)cnn1-c1ccccc1Cl | -0.4 | -9.9 | 6.2 | 0.7 | -1.9 | 15.0 | 21.3 | -5.7 | -12.3
O=C(NC1CC2CCCC(C1)N2Cc1ccc(F)cc1)c1ccc(F)cc1 (stereo not drawn) | -8.0 | -18.5 | -5.2 | -0.1 | -9.0 | 1.1 | 3.9 | -3.6 | 13.5

Shown with two lines to a compound: part of the list above
Each structure is followed by: M1 antag | CHO parental Ca | M1 PAM | CHO-K1 Ca ag | CHRM1 agonist | TAAR1 ag | CHO-K1 Ca PAM | CHO-K1 Ca antag | TAAR1 antagonist
Cc1ccc(N(CC(=O)N/N=C/c2cccs2)S(C)(=O)=O)cc1
 : -8.3 | -5.7 | 7.3 | 0.9 | -3.6 | 7.9 | 13.4 | -13.6 | 4.0
CN1C(=O)C(=C2CCCCCC2)SC1=S
 : 7.1 | -17.8 | -14.4 | 0.3 | 3.8 | 15.5 | 14.5 | 0.1 | -19.9
